IL1B secr inh: blocks inflammasome-driven IL-1 beta release | THP-1 LPS/ATP IL-1B secretion, AlphaLISA, 16 h; hits give low values | AID 743279 | activity change, % at 57.5 µM | 360,000 tested, 4.7% active; in the data active means activity change below about -50%; inconclusive means mostly about -30% to -49%; further: on the % scale 0 is the no-effect control and ±100 the full control effect
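THP-1 cells pretreated 1 hr with compounds (up to 57.5 uM final), then stimulated with LPS (250 ng/mL final) plus ATP (1.25 mM final); secreted IL-1B measured by AlphaLISA after 16 hr, decreased signal indicating inhibition.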
ATXN viability: reduces viability in counter-screen for ATXN expression inhibitors; S2 cells (HEK-293 line with an ATXN2-luciferase reporter) viability, CellTiter-Fluor protease fluorescence, 24 h; Potency, µM (series often up to 56.7 µM), usual class: cytotoxic; 400,000 tested, 0.49% active; further: potency means the concentration at half of the fitted maximal effect; nearly all actives have a fitted effect of over 40% in size
KB-3-1 cytotox: KB-3-1 parental cell cytotoxicity | Potency, µM (series often up to 46.1 µM), for inactives: at the highest dose activity change, negative = cytotoxic, usual class: cytotoxic | KB-3-1 viability, CellTiter-Glo ATP luminescence, 72 h | 400,000 tested, 1.4% active; further: potency means the concentration at half of the fitted maximal effect; on the % scale 0 is the no-effect control and ±100 the full control effect; nearly all actives have a fitted effect of over 60% in size
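Parental KB-3-1 adenocarcinoma cells in phenol-red-free DMEM with 10% FBS were pin-treated with compounds at several concentrations, incubated 72 h at 37 °C, and viability read by CellTiter-Glo luminescence; concentration-effect curves were fitted after normalization.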
HepG2 tox: counter-screen for TGF-b inhibitors: cytotoxicity in HepG2 cells; HepG2 CAGA-GFP viability, ATP luminescence, 18 h; Potency, µM (series often up to 46.1 µM), without a hit: at the highest dose activity change, negative = cytotoxicity, actives largely listed as cytotoxic; 410,000 tested, 0.76% active; AID 588856; further: potency means the concentration at half of the fitted maximal effect; some results filed as inactive show a strong effect at the top dose
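CellTiter-Glo luminescence gave cytotoxicity after 18 hours at 37 degrees C. The cells were HepG2 CAGA-GFP in 1% FBS DMEM, stimulated with 500 pg/mL TGF-beta after compound addition. %Activity was normalised to no-cell wells (complete cell-killing) and DMSO (no toxicity), and curves were fitted and classified.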
HT1080-NT tox: kills 2HG-producing HT-1080-NT fibrosarcoma cells | HT-1080-NT fibrosarcoma viability, CellTiter-Glo ATP luminescence, 48 h | Potency, µM (series often up to 46.1 µM), without a hit: at the top dose activity, negative = less viability, usual class: cytotoxic | 360,000 tested, 1.6% active | AID 686970;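 further: NT is the 2HG producing partner of a matched IDH1 knockdown line; potency means the concentration at half of the fitted maximal effect; 0% = DMSO-treated cells and -100% = media-only wells without cells; nearly all actives have a fitted effect of over 55% in size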
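Compounds were tested in concentration-response format on HT-1080-NT cells for 48 hours at 37 degrees C. Cell viability came from CellTiter-Glo luminescence; curves were classified by r2, response magnitude and activity.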
SW480 rereplic: induces DNA re-replication in SW480 colon adenocarcinoma cells. SW480 DNA re-replication, Hoechst DNA content imaging, 48 h. Potency, µM (top dose mostly 46.1 µM), inactives show at the top dose re-replication activation, hits mostly activators. 340,000 tested, 1.8% active. AID 624297; further: potency means the concentration at half of the fitted maximal effect; % of control where 0% means no effect; nearly all actives have a fitted effect of over 55% in size
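Compounds, transferred as 23 nL by pin tool, were incubated with cells for 48 hr; DNA content per nucleus was then quantified by Hoechst staining and fluorescence plate imaging.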
MCF10A rerep: inducers of DNA re-replication in MCF 10A breast cells | MCF 10A DNA re-replication, Hoechst nuclear intensity, 48 h | Potency, µM (doses to about 46.1 µM), for inactives: at the highest dose activity, positive = re-replication, hits mostly activators | 350,000 tested, 2.9% active | AID 624296; further: potency means the concentration at half of the fitted maximal effect; % of control where 0% means no effect; nearly all actives have a fitted effect of over 50% in size
ATXN2 expr inh: ATXN2 expression inhibition | HEK-293 ATXN2-luciferase reporter, luminescence, 24 h | Potency, µM (series often up to 57 µM), for the others: at the top dose activity change, negative = inhibition, most hits filed as inhibitors | 360,000 tested, 0.72% active | AID 1745845; further: potency means the concentration at half of the fitted maximal effect; on the % scale 0 is the no-effect control and ±100 the full control effect; nearly all actives have a fitted effect of over 55% in size
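ATXN2-luciferase reporter cells (luciferase flanked by upstream and downstream ATXN2 gene portions) were treated 24 h at 37 °C with compounds at up to 57 uM. SteadyGlo luminescence gave expression; GF-AFC fluorescence gave viability.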
HT1080 IDH1KD tx: toxicity to HT-1080 IDH1 knockdown cells (counter line); HT-1080 IDH1 knockdown viability, ATP luminescence, 48 h; Potency, µM (titrated, usually from 46.1 µM), for the others: at the top dose activity, negative = toxicity, usual class: cytotoxic; 360,000 tested, 2% active; AID 686971;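 further: potency means the concentration at half of the fitted maximal effect; 0% = DMSO wells and -100% = cell-free medium wells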
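% activity derives from luminescence (CellTiter-Glo), normalised to DMSO and no-cell wells. HT-1080-IDH1KD cells, 750/well, had 48 h compound exposure at 37 °C.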
The depositor's hits bear a star; [ ] = remark or other dose. Unless noted, the call rests on the fitted dose curve; in most records, active means well fitted curve in the direction sought with a large enough effect; inconclusive means small, poorly fitted or top-dose-only effect, or another doubt; inactive means no such curve, though single readings can be large; an effect the other way counts as inactive or inconclusive.

`COc1ccc(C(=O)Nc2cccc(-c3nc4ncccc4o3)c2C)cc1OC` gave IL1B secr inh -15, ATXN viability inactive, KB-3-1 cytotox -29%, HepG2 tox 20%, HT1080-NT tox inconclusive, SW480 rereplic -1%, MCF10A rerep 11%, ATXN2 expr inh -13% and HT1080 IDH1KD tx inconclusive.
For CC1=C(C(=O)OCC2CCCO2)C(c2ccccc2)C2=C(CCCC2=O)N1 (configuration not stated) the results were IL1B secr inh 6, ATXN viability inconclusive, KB-3-1 cytotox 7%, HepG2 tox 2%, HT1080-NT tox 2%, SW480 rereplic 24%, MCF10A rerep -9%, ATXN2 expr inh 4% and HT1080 IDH1KD tx 8%.
`CC(C)Oc1cccc(C(=O)NC(=S)Nc2ccc(Cl)c(C(=O)O)c2)c1` gave IL1B secr inh 33, ATXN viability inactive, KB-3-1 cytotox 6%, HepG2 tox 0%, HT1080-NT tox 6%, SW480 rereplic -2%, MCF10A rerep 3%, ATXN2 expr inh 13% and HT1080 IDH1KD tx 3%.
Screening CCNC(=S)Nc1cccc(NC(=O)c2ccccc2O)c1 returned IL1B secr inh 11, ATXN viability inactive, KB-3-1 cytotox 7%, HepG2 tox 0%, HT1080-NT tox 0%, SW480 rereplic -1%, MCF10A rerep 1%, ATXN2 expr inh 22% and HT1080 IDH1KD tx 0%.
COc1cc2ccc(=O)oc2c(CC=C(C)C)c1OC was read as IL1B secr inh -12, ATXN viability inactive, KB-3-1 cytotox 5%, HepG2 tox -2%, HT1080-NT tox 0%, SW480 rereplic 0%, MCF10A rerep -1%, ATXN2 expr inh 0% and HT1080 IDH1KD tx 0%.
For CCc1noc(C)c1C(=O)NNC(=O)COc1ccccc1C the results were IL1B secr inh -12, ATXN viability inactive, KB-3-1 cytotox 12%, HepG2 tox 8%, HT1080-NT tox 1%, SW480 rereplic -21%, MCF10A rerep 4%, ATXN2 expr inh 0% and HT1080 IDH1KD tx 3%.
CCOc1ccc(Cn2ccnc2CCl)cc1[N+](=O)[O-] was read as IL1B secr inh 4, ATXN viability inactive, KB-3-1 cytotox 0%, HepG2 tox 22%, HT1080-NT tox -5%, SW480 rereplic -5%, MCF10A rerep 3%, ATXN2 expr inh 1% and HT1080 IDH1KD tx -4%.
For COc1ccc(OC)c(NC(=O)C(=O)N/N=C(\C)CC(=O)Nc2ccc(Cl)cn2)c1 the results were IL1B secr inh 6, ATXN viability inactive, KB-3-1 cytotox 2%, HepG2 tox -2%, HT1080-NT tox -1%, SW480 rereplic -5%, MCF10A rerep -1%, ATXN2 expr inh -6% and HT1080 IDH1KD tx 4%.
`CCOC(=O)c1cccc(NC(=O)CCc2nc3cccnc3n2-c2ccccc2)c1` gave ATXN viability inactive, KB-3-1 cytotox -6%, HepG2 tox -1% and ATXN2 expr inh -17%.
Cc1cccc(C(=O)N(CC(=O)Nc2sc(C)c(C)c2C(N)=O)C2CCCC2)c1 was read as IL1B secr inh inconclusive, ATXN viability inactive, KB-3-1 cytotox 5%, HepG2 tox -14%, HT1080-NT tox -21%, SW480 rereplic 11%, MCF10A rerep -2%, ATXN2 expr inh -30% and HT1080 IDH1KD tx -16%.
Fc1ccc(Cn2c(SCc3ccc(F)c(F)c3)nnc2C(F)(F)F)cc1 was read as IL1B secr inh inconclusive, ATXN viability inactive, KB-3-1 cytotox -1%, HepG2 tox -10%, HT1080-NT tox inconclusive, SW480 rereplic 8%, MCF10A rerep inconclusive, ATXN2 expr inh 20% and HT1080 IDH1KD tx inconclusive.
For COCCNC(C(=O)Nc1cc(Cl)cc(Cl)c1)c1ccccc1 (configuration not stated) the results were IL1B secr inh -6, ATXN viability inactive, KB-3-1 cytotox -5%, HepG2 tox -17%, HT1080-NT tox -14%, SW480 rereplic 3%, MCF10A rerep 18%, ATXN2 expr inh 2% and HT1080 IDH1KD tx -16%.
For Cc1ccc(NC(=O)C(=O)NCc2ccco2)cc1 the results were ATXN viability inactive, KB-3-1 cytotox inconclusive, HepG2 tox 7% and ATXN2 expr inh 20%.
For CCOC(=O)CSC1=NC(=O)/C(=C\c2ccc(Cl)cc2)S1 the results were IL1B secr inh inconclusive, ATXN viability inconclusive, KB-3-1 cytotox inconclusive, HepG2 tox -41%, HT1080-NT tox -25%, SW480 rereplic inconclusive, MCF10A rerep inconclusive, ATXN2 expr inh 25µM* and HT1080 IDH1KD tx inconclusive.
For C#CCOCCOCCOCCNc1nc(N2CCN(C(=O)Cn3cc(CCCN=C(N)N)nn3)CC2)nc(N2CCN(C(=O)[C@H]([C@@H](C)CC)n3cc(CCC(=O)O)nn3)CC2)n1 the results were IL1B secr inh -2, ATXN viability inactive, KB-3-1 cytotox 1%, HepG2 tox 0%, HT1080-NT tox 0%, SW480 rereplic -9%, MCF10A rerep -27%, ATXN2 expr inh 5% and HT1080 IDH1KD tx 0%.
Screening CCc1c(C)c(C#N)c2[nH]c3ccccc3n2c1=S returned KB-3-1 cytotox inconclusive, HepG2 tox -35%, HT1080-NT tox inconclusive, SW480 rereplic -58%[inhibitor], MCF10A rerep inconclusive, ATXN2 expr inh inconclusive and HT1080 IDH1KD tx inconclusive.
`CC(C)COC(=O)c1ccc(NC(=O)C2C3C=CC(C3)C2C(=O)O)cc1` (configuration not stated) gave IL1B secr inh -15, ATXN viability inactive, KB-3-1 cytotox 9%, HepG2 tox -31%, HT1080-NT tox 6%, SW480 rereplic -1%, MCF10A rerep inconclusive, ATXN2 expr inh -10% and HT1080 IDH1KD tx 2%.
`CCC(C)[C@H]1COCCS(=O)(=O)N1Cc1ccccc1` (some centres not stated) gave IL1B secr inh -6, ATXN viability inactive, KB-3-1 cytotox -4%, HepG2 tox 3%, HT1080-NT tox 9%, SW480 rereplic -7%, MCF10A rerep inconclusive, ATXN2 expr inh -21% and HT1080 IDH1KD tx 13%.
For COc1ccc(C(=O)C2CC2c2ccc3c(c2)OCO3)cc1 (configuration not stated) the results were IL1B secr inh -7, ATXN viability inactive, KB-3-1 cytotox -3%, HepG2 tox 0%, HT1080-NT tox 7%, SW480 rereplic 2%, MCF10A rerep inconclusive, ATXN2 expr inh 1% and HT1080 IDH1KD tx 6%.
CSc1nc2ccc(NC(=O)c3ccc(=O)[nH]c3)cc2s1 was read as IL1B secr inh 17, ATXN viability inactive, KB-3-1 cytotox -3%, HepG2 tox -14%, HT1080-NT tox -3%, SW480 rereplic -10%, MCF10A rerep -3%, ATXN2 expr inh 17% and HT1080 IDH1KD tx 5%.

Structural class, those above containing two or more sulfur atoms.
For CCOC(=O)CSC1=NC(=O)/C(=C\c2ccc(Cl)cc2)S1 the results were IL1B secr inh inconclusive, ATXN viability inconclusive, KB-3-1 cytotox inconclusive, HepG2 tox -41%, HT1080-NT tox -25%, SW480 rereplic inconclusive, MCF10A rerep inconclusive, ATXN2 expr inh 25µM* and HT1080 IDH1KD tx inconclusive.
CSc1nc2ccc(NC(=O)c3ccc(=O)[nH]c3)cc2s1 was read as IL1B secr inh 17, ATXN viability inactive, KB-3-1 cytotox -3%, HepG2 tox -14%, HT1080-NT tox -3%, SW480 rereplic -10%, MCF10A rerep -3%, ATXN2 expr inh 17% and HT1080 IDH1KD tx 5%.

Continuation.
For CCC(NC(=O)COC(=O)C1CC2CCCC(C1)C2=O)c1ccc(Br)cc1 (configuration not stated) the results were IL1B secr inh 0, ATXN viability inactive, KB-3-1 cytotox 16%, HepG2 tox 6%, HT1080-NT tox 15%, SW480 rereplic 0%, MCF10A rerep 9%, ATXN2 expr inh 6% and HT1080 IDH1KD tx 17%.
O=C(/C=C/c1ccccc1)N/C(=C/c1ccccc1)C(=O)NCCO was read as IL1B secr inh 16, ATXN viability inactive, KB-3-1 cytotox 3%, HepG2 tox 3%, HT1080-NT tox 3%, SW480 rereplic 5%, MCF10A rerep -1%, ATXN2 expr inh -8% and HT1080 IDH1KD tx 3%.
Screening CC1=C(C(=O)Nc2ccccc2)C(c2ccc(C(C)C)cc2)N2C(=O)CSC2=N1 (configuration not stated) returned IL1B secr inh -1, ATXN viability inactive, KB-3-1 cytotox 11%, HepG2 tox 9%, HT1080-NT tox 3%, SW480 rereplic -4%, MCF10A rerep inconclusive, ATXN2 expr inh 1% and HT1080 IDH1KD tx 0%.
CCS(=O)(=O)Nc1cccc(C(=O)CC2(O)C(=O)Nc3ccccc32)c1 (configuration not stated) was read as IL1B secr inh -14, ATXN viability inactive, KB-3-1 cytotox -8%, HepG2 tox 1%, HT1080-NT tox 0%, SW480 rereplic 3%, MCF10A rerep 14%, ATXN2 expr inh -12% and HT1080 IDH1KD tx -5%.
Screening CC(C)=CCc1c(O)cc(O)c2c(=O)c3c(CC=C(C)C)c(O)ccc3oc12 returned IL1B secr inh inconclusive, ATXN viability 25µM*, KB-3-1 cytotox inconclusive, HepG2 tox 16µM*, HT1080-NT tox inconclusive, SW480 rereplic inconclusive, MCF10A rerep inconclusive, ATXN2 expr inh inconclusive and HT1080 IDH1KD tx inconclusive.
CCOc1ccc(CNCc2c(C(=O)O)c(C)n(Cc3ccc(F)cc3Cl)c2C)cc1 was read as ATXN viability inconclusive, KB-3-1 cytotox -5%, HepG2 tox -32% and ATXN2 expr inh -6%.
Screening CCN(CC)S(=O)(=O)c1cccc(C(=O)Nc2ccc(S(=O)(=O)NC3=NCCCCC3)cc2)c1 returned IL1B secr inh inconclusive, ATXN viability inactive, KB-3-1 cytotox -16%, HepG2 tox 0%, HT1080-NT tox -6%, SW480 rereplic -4%, MCF10A rerep 15%, ATXN2 expr inh -12% and HT1080 IDH1KD tx -8%.

High-throughput results deposited in PubChem by National Center for Advancing Translational Sciences (NCATS).
